GPR151 activ: activates the human receptor GPR151. Q8TDV0. PathHunter beta-arrestin GPR151 cells, luminescence. activation, % at 11.2 µM. actives 1% (n = 650,000). AID 1508602; in the data active = activation above about 4.9%;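 also: 0% = median of compound wells and 100% = cells with positive control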
Target sequence (Q8TDV0 whole entry, looked up): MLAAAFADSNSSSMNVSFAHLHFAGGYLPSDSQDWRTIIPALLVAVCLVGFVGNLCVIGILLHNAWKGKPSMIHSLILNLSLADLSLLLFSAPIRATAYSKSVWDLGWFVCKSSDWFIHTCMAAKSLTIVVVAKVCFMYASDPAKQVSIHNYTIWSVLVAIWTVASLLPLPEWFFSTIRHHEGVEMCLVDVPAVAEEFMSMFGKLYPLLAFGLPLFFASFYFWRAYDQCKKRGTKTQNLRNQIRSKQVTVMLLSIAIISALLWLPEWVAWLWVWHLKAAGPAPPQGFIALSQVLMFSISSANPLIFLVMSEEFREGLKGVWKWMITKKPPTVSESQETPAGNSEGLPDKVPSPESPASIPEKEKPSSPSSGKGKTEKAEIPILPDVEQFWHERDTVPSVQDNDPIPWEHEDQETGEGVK
FBW7 act: activators of human E3 ligase FBW7 | AlphaScreen FBW7–phospho-cyclin E peptide binding, activator screen | normalized activity (activation), % at 26.1 µM | actives 0.13% (n = 650,000) | AID 1259310; in the data active = normalized activity above about 1.9%;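 also: purified mutant Fbw7 with reduced substrate affinity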
TEAD-YAP block: TEAD-YAP interaction inhibition | HEK-TIYL cells, TEAD-Gal4/YAP UAS-luciferase luminescence | inhibition, % at 9.12 µM | actives 1.4% (n = 640,000) | AID 1259422; in the data active = inhibition above about 32%;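 also: 0% = median of test compound wells and 100% = reference inhibitor wells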
MITF primary: inhibitors of human MITF. O75030. inhibition, % at 2.6 µM. AID 1259374. actives 0.91% (n = 650,000). AlphaScreen MITF homodimerization, bead proximity signal; in the data active = inhibition above about 50%;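 also: 0% = vehicle wells with protein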
Target sequence (O75030 whole entry, looked up): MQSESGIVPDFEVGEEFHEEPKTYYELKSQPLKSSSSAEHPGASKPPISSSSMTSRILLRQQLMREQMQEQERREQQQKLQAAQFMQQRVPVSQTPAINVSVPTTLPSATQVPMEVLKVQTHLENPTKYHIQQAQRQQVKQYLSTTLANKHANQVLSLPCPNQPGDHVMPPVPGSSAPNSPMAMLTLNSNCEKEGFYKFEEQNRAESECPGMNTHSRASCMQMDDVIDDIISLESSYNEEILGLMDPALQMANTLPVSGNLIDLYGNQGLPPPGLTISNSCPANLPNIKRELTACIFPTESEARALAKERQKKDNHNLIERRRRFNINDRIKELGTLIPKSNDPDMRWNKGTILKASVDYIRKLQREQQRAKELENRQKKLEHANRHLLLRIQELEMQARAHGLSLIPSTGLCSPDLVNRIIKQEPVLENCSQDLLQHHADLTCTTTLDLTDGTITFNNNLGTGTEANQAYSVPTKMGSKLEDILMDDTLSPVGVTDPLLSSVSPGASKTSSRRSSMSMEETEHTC
Starred values were filed as active, the others as inactive; & = joins results of further samples.

SMILES	GPR151 activ	FBW7 act	TEAD-YAP block	MITF primary
COc1ccc(C2=NN(C(=O)CSc3nnc(CNC(=O)c4cccs4)n3-c3cc(C)ccc3C)C(c3ccc(F)cc3)C2)cc1 (centres undefined)	2.2	0.1	-2.9	1.3
COc1ccc(CC(C)(C)NC(=O)c2ccccc2)cc1	-0.9	0.2	4.0	6.9
Cn1c(=NC(=O)c2ccc(S(C)(=O)=O)cc2)sc2ccccc21	-1.2	0.2	-46.7	14.5
CCC(Oc1ccc2ccccc2c1)C(=O)O (centres undefined)	-1.1	0.1	3.4	11.6
CC(C)(C)SCCNc1c([N+](=O)[O-])c(=O)oc2ccccc12	-0.8&1.1	-0.1&-0.1	13.7&7.8	9.2&-2.0
CC(=O)NCc1ccc(S(=O)(=O)N(C)C2CCCCC2)cc1	-1.3	-0.1	-2.1	0.1
COc1ccc(C(=O)NNC(=O)c2ccc(NC(=O)c3ccc(OC)cc3)cc2)cc1	1.5	-0.1	11.8	9.2
COc1ccccc1N1CCN(c2ncnc3sc(C(=O)Nc4ccc(C)cc4Br)c(C)c23)CC1	1.2	0.5	-7.1	19.9
CC(C)(C)N(Cc1ccccc1)C(=O)Cn1cnc2cc([N+](=O)[O-])ccc2c1=O	0.9	-0.2	0.4	-8.8
COc1ccc(/C=C/C(=O)NCC(=O)N/N=C/c2ccccc2)cc1	-0.6	0.1	1.4	6.1
CCN(CC)c1ccc(C2C(C#N)=C(N)N(c3cccc([N+](=O)[O-])c3)C3=C2C(=O)CCC3)cc1 (centres undefined)	-1.2	0.7	3.8	18.7
CCN(C(=O)Nc1cccc(Cl)c1)c1ccccc1	2.2	0.2	15.4	15.1
C=CCSC1=C(C#N)C(c2ccc(C)cc2)C(C(=O)OC)C(=O)N1 (centres undefined)	-0.6	0.0	4.4	-0.2
CCOc1ccc(OCCSc2nc(N)cc(=O)[nH]2)cc1	-1.5	0.3	-10.1	7.4
COc1ccccc1C(=O)N1CCN(S(=O)(=O)c2ccc3ccccc3c2)CC1	-0.6	-0.1	-4.7	9.8
Cc1nc([N+](=O)[O-])cn1CC(=O)NCc1ccccc1	-1.5	0.1	2.3	24.8
COc1ccc(-n2nc3c(c2NC(=O)c2cccc(Br)c2)CS(=O)(=O)C3)cc1	1.4	0.1	6.7	21.6
O=C(Cc1ccc([N+](=O)[O-])cc1)NNC(=O)c1ccc([N+](=O)[O-])cc1	0.0	-0.1	5.9	-0.3
Cc1ccc(/C(O)=C/C(=O)C(=O)NNC(N)=S)cc1	-1.2	-0.7	-9.6	0.8
Cc1c(C(=O)N2CCCCC2C)sc2ncnc(N3CCN(c4ccccn4)CC3)c12 (centres undefined)	-1.2	0.0	4.7	-8.5
NC(=O)COc1ccc(/C=N\NC(=O)CC(=O)NCCc2ccccc2)cc1	0.0	0.2	-1.4	-7.9
COc1ccc(CN2CCN(Cc3ccccc3Cl)CC2)c(OC)c1	0.7	0.0	0.0	79.8*
C=CCN(CC=C)S(=O)(=O)c1ccc(NC(=O)C2CCCCC2C(=O)O)cc1 (centres undefined)	1.1	0.0	13.6	14.6
Cc1ncc(CO)c2cc(C(=O)Nc3cccc(F)c3)c(=O)oc12	2.6	-0.1	5.9	5.0
C[C@@H]1NC(=O)[C@@H]2C[C@H](NC(=O)Nc3cccc(C(F)(F)F)c3)CN2C1=O	-1.4	0.0	3.8	3.8

The listing continues.
SMILES	GPR151 activ	FBW7 act	TEAD-YAP block	MITF primary
O=C(Nc1ccc2nsnc2c1NC(=O)c1ccccc1)c1ccccc1	-0.7	-0.1	-4.1	-6.8
O=C(O)CNC(=O)C(c1ccccc1)c1ccccc1	0.4	0.0	5.2	5.0
CCC(c1nnnn1Cc1ccc(F)cc1)N1CCN(Cc2ccccc2)CC1 (centres undefined)	-0.9	0.1	4.1	-12.6
COc1ccc2c(=O)c(Oc3ccccc3)c(C)oc2c1OC	1.3	0.0	5.2	0.2
CCOc1ccc(NC(=O)CCS(=O)(=O)c2ccc3c(c2)CCN3C(C)=O)cc1	-0.1	0.0	4.8	4.0
O=C(CCN1CCOCC1)Nc1cc(C(=O)Nc2ccccc2F)ccc1N1CC2CC(C1)c1cccc(=O)n1C2 (centres undefined)	-1.4	0.1	-17.1	-3.6
Cc1ccc(NC(=O)c2cccc(Nc3nc(-c4ccccc4)c4cc(Cl)ccc4n3)c2)c(C(=O)c2ccccc2)c1	-0.7	0.0	2.4	-10.8
Fc1ccccc1-n1nnnc1SCc1ccc(Br)cc1	-0.2	0.3	8.8	-8.9
O=C(NCc1n[nH]c(=S)n1-c1ccccc1)c1cccc(F)c1	0.5	0.1	7.3	-9.9
O=C(O)c1cccc(NS(=O)(=O)c2cc(C(=O)O)ccc2Br)c1	0.0	-0.3	-7.4	1.8
CCOC(=O)Cn1c(=NC(=O)c2cn(C)nc2OC)sc2cc(F)cc(F)c21	0.5	0.1	-0.6	0.5
Clc1ccc(Nc2nnns2)cc1	-0.1	0.2	9.6	-3.0
CC1CN(CCc2ccccc2)c2nc3c(c(=O)n(C)c(=O)n3C)n2C1 (centres undefined)	0.4	0.1	0.1	-2.9
Cc1ccc(N2C(=NC(=O)C(C)C)SC3CS(=O)(=O)CC32)cc1C (centres undefined)	3.8	-0.1	5.7	3.6
Cc1cc(C)cc(NCC(O)Cn2c3ccc(Cl)cc3c3cc(Cl)ccc32)c1 (centres undefined)	-1.4	0.0	-8.0	23.2
COc1ccnc(N2CCC(N(Cc3ccco3)C(=O)NC(C)C)CC2)n1	0.3	0.0	13.3	11.8
C/C(CC(=O)Nc1ccc(N(C)C)cc1)=N\NC(=O)c1ccc(Cl)cc1	0.6	0.0	-9.5	1.4
N#C/C(C(=O)NCc1ccccc1)=C(/O)Cn1ncc(Cl)c(Cl)c1=O	-1.1	0.0	5.3	8.3
COc1cc(NC(=O)Cc2nn(C)c(=O)c3ccccc23)cc(OC)c1	-2.1	0.3	19.7	20.5
CCOc1ccccc1NC(=O)c1c(NC(=O)C(F)(F)F)sc2c1CCCCC2	3.2	-0.1	-10.4	2.5
NC(=O)c1ccc(C(=O)N2C3CCC2CC(c2ccc(F)cc2)C3)c(F)c1 (centres undefined)	0.1	-0.3	-3.5	-8.4
OCC1(CCOc2ccccc2)CCN(Cc2nc(-c3ccccc3)no2)CC1	2.4	0.2	2.6	4.2
O=C1C2ON(c3ccccc3)C(c3ccccc3)C2C(=O)N1Cc1ccccc1 (centres undefined)	-0.6	-0.1	9.1	-3.2
O=C(c1cc2cc(Cl)cc(Cl)c2oc1=O)N1CCCCC1	-0.1	-0.1	3.0	-5.5
COc1ccc(C)cc1N/C=C(/C#N)c1nc2ccccc2n1C	0.3	0.2	0.9	3.5

Entries listed so far that have bromine:
SMILES	GPR151 activ	FBW7 act	TEAD-YAP block	MITF primary
COc1ccccc1N1CCN(c2ncnc3sc(C(=O)Nc4ccc(C)cc4Br)c(C)c23)CC1	1.2	0.5	-7.1	19.9
COc1ccc(-n2nc3c(c2NC(=O)c2cccc(Br)c2)CS(=O)(=O)C3)cc1	1.4	0.1	6.7	21.6
Fc1ccccc1-n1nnnc1SCc1ccc(Br)cc1	-0.2	0.3	8.8	-8.9
O=C(O)c1cccc(NS(=O)(=O)c2cc(C(=O)O)ccc2Br)c1	0.0	-0.3	-7.4	1.8

Profiles from above:
Cc1cc(C)cc(NCC(O)Cn2c3ccc(Cl)cc3c3cc(Cl)ccc32)c1 (centres undefined) in the list: GPR151 activ: -1.4; FBW7 act: 0.0; TEAD-YAP block: -8.0; MITF primary: 23.2
O=C1C2ON(c3ccccc3)C(c3ccccc3)C2C(=O)N1Cc1ccccc1 (centres undefined) in the list: GPR151 activ: -0.6; FBW7 act: -0.1; TEAD-YAP block: 9.1; MITF primary: -3.2

Next part.
SMILES	GPR151 activ	FBW7 act	TEAD-YAP block	MITF primary
O=C(Nc1ccccc1NC(=O)c1cc2ccccc2o1)c1ccccn1	0.4	-0.1	-3.8	-3.2
Cc1nonc1CN(C)C(=O)c1cc(COc2ccc(F)cc2Cl)on1	0.4	0.1	-23.0	-14.7
CNC(=S)N(Cc1ccccc1)Cc1ccc(OC)cc1	0.4	0.2	3.2	3.8
O=C1/C(=C/c2ccc(-c3cc(Cl)ccc3Cl)o2)C=C(c2ccccc2)N1c1cccc(Br)c1	2.1	0.2	4.5	4.2
CN1c2ccc(Cl)cc2C(=O)NC1c1ccc(C#N)cc1 (centres undefined)	-0.1	0.1	7.0	0.0
CC(=O)Nc1ccc(S(=O)(=O)NNC(=S)NCc2ccco2)cc1	2.1	-0.1	-0.9	-6.6
CCCc1ccc(OC(C)C(=O)Nc2sc3c(c2C(=O)OC)CCCCC3)cc1 (centres undefined)	0.3	0.5	2.2	18.3
CC1CCc2c(sc(NC(=O)c3cccs3)c2C(=O)O)C1 (centres undefined)	0.9	0.0	61.3*	0.5
CCOC(=O)C1CCN(C(=O)c2ccc(Br)cc2)CC1	-2.4	0.2	2.6	22.4
CCOc1ccccc1CNC(=O)Cn1c2ccccc2c2nc(=O)cc(C)n21	-0.5	-0.2	-6.8	-3.3
CC(C)n1cnc2c(NCCO)nc(Nc3ccncn3)nc21	0.8	0.0	-4.1	-5.8
CC(=O)N1CCOc2cc(S(=O)(=O)N(C(C)C)C3CCCCC3)c(C)cc21	-1.7	-0.1	-1.4	-1.5
C=CCn1c(=O)c(C(=O)Nc2cccc(Cl)c2Cl)c(O)c2ccccc21	-1.0	0.3	6.1	6.5
CC(C)(C)c1ccc(Cn2ncc3ccccc3c2=O)cc1	0.6	-0.1	-13.7	-8.8
COc1cc(C(=O)Nc2cc(-c3nc4ncccc4o3)ccc2C)cc(OC)c1OC	1.1	-0.4	-7.4	-15.6
Cc1ccc(C(=O)C2CCN(C(=O)Cc3ccccc3)CC2)cc1	0.6	0.1	-55.5	-4.5
Cc1c(NC(=O)C2C(C=C(Cl)Cl)C2(C)C)c(=O)n(-c2ccccc2)n1C (centres undefined)	-1.4	0.1	4.4	18.5
Cc1ccccc1-n1c(SCC(=O)NCc2cccs2)nnc1-c1cccnc1	-0.5	0.7	10.0	14.0
C#CCn1c(=NC(=O)CN2C(=O)CCC2=O)sc2cc(Cl)ccc21	-0.1	0.0	-0.2	-9.0
O=C(Cn1cc2c(n1)CCCCC2)N1CCCCC1	0.9	0.0	-18.1	14.2
CCOC(=S)N/C(=N\S(=O)(=O)c1ccc(C)cc1)c1ccccc1	-1.2	0.0	-5.5	0.7
CC(NC(=O)c1ncn[nH]1)c1ccc(-c2ccccc2)cc1 (centres undefined)	1.4	-0.1	-5.6	5.8
Cc1cc(C)cc(NC(=O)CSc2c[nH]c3ccccc23)c1	0.7	-0.1	6.9	-24.6
N#C/C(=C\c1ccc(Br)s1)C(N)=O	0.9	0.0	7.2	3.7
CCOC(=O)c1c(-c2cccs2)csc1NC(=O)CSc1nnc2ccccn12	-1.8	0.1	0.3	12.3

Next part.
SMILES	GPR151 activ	FBW7 act	TEAD-YAP block	MITF primary
O=C(N/C(=C\c1cccc([N+](=O)[O-])c1)C(=O)N1CCCCCC1)c1cccs1	-0.7	0.2	-5.0	16.6
O=C1[C@H]2CN(Cc3ccccc3F)CCN2C(=O)[C@H]2CCCN12	0.2	0.1	5.2	-14.7
COc1cccc(CNC(=O)C2CCN(C(=O)N(C)C)CC2)c1	-0.5	-0.2	-7.8	-1.5
CCOC(=O)C1(Cc2cccc(Cl)c2)CCCN(C(=O)CCCn2cncn2)C1 (centres undefined)	0.9	-0.1	6.8	2.1
CCN1CCN(c2nc3ccc(OC(=O)c4ccc(S(=O)(=O)N(C)C)cc4)cc3s2)CC1	0.2	0.3	-24.3	8.2
COc1ccc(/C=C2\C=C(c3ccccc3)OC2=O)cc1[N+](=O)[O-]	2.1	0.6	-1.9	14.7
S=C(NCC1CCCO1)Nc1ccc2c(c1)OCCO2 (centres undefined)	-0.9	0.2	-37.6	21.9
CCn1c(SCC(=O)Nc2ccc(Br)cc2)nnc1C1CC1	-2.9	-0.1	10.4	17.4
COc1cc2nc(-c3cccc(OC(F)(F)F)c3)nc(Nc3ccc(OCCN4CCCCC4)cc3)c2cc1OC	0.1	0.1	-12.2	-3.7
CCCOC(=O)COc1ccc2c(=O)c(Oc3ccc(OC)cc3)c(C(F)(F)F)oc2c1	0.0	0.2	19.5	4.2
Cc1cc(C2C(C#N)=C(N)N(c3ccc([N+](=O)[O-])cc3)C3=C2C(=O)CC(c2ccccc2)C3)c(C)s1 (centres undefined)	-0.4	-0.2	-7.3	-12.2
N#CC(C#N)=C(N)C(C#N)Cc1cccc(Cl)c1 (centres undefined)	0.7	-0.1	-9.3	1.8
O=C(CCc1nnc(C2(c3ccc(Cl)cc3)CCC2)o1)N1CCCC(O)C1 (centres undefined)	1.9	0.0	-13.7	-9.5
COc1ccccc1NCC(O)Cn1c2ccc(Cl)cc2c2cc(Cl)ccc21 (centres undefined)	0.9	0.0	11.0	11.8
CC(=O)c1ccc(C(=O)Nc2nc(-c3ccc(Cl)cc3)cs2)cc1	-0.5	0.3	9.8	12.3
S=C(NC1CCCCC1)N1CCn2cccc2C1c1cccnc1 (centres undefined)	0.7	0.0	-3.6	9.6
COc1cc(C=O)ccc1O[C@@H]1O[C@H](CO)[C@@H](O)[C@H](O)[C@H]1NC(C)=O	-1.0	0.1	0.4	8.4
Cc1ccc(C2Nc3ccccc3NC3=C2C(=O)CCC3)o1 (centres undefined)	0.2	0.0	-23.5	-9.7
Cc1ccc2c(c1)N(C(=O)N1CCCC(C(=O)O)C1)CC(C)O2 (centres undefined)	-0.8	0.0	-8.2	7.0
C=CCNCCCOc1ccc(Cl)c(C)c1	-3.4	0.0	-1.9	-4.3
Clc1ccc(CN2CCC(c3nc(-c4ccncc4)no3)C2)cc1 (centres undefined)	-0.7	0.0	16.5	14.6
COC(=O)c1ccc(C(=O)OC)c(NC(=S)N2CCCC(C)C2)c1 (centres undefined)	-1.0	-0.1	-8.1	-4.4

Compound activity deposited in PubChem BioAssay by The Scripps Research Institute Molecular Screening Center.
